Compound activity from PubChem.
Vif imaging – HIV Vif inhibition. HEK293T cells, Vif self-association by quenched fluorescence, imaging, 24 h. inhibition, % at 7.49 µM. 340,000 compounds, 0.35% hits; in the data active means inhibition above about 50%, passing the limit was not always enough; further: some results filed as inactive read as strong as hits
H9c2 protect – myocardial damage modulation in H9c2 cells. H9c2 cardiomyocytes, H2O2 injury protection, ATPLite, 2 h. protection from H2O2 cell death, % at 20 µM. 360,000 compounds, 0.63% hits. AID 588492;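 active means compounds giving at least 50% protection of heart cells from peroxide-induced death in the single-dose screen, raw or plate-pattern-corrected value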;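 further: 0% = DMSO wells with peroxide and 100% = DMSO wells without peroxide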
CaV13 ICDI inh – Primary screen for inhibitors of IQ motif and Ca2+-dependent inactivation inhibitor domain binding in CACNA1D, Förster resonance energy transfer in living cells, …. HEK cells, CFP/YFP FRET ICDI-IQ, plate reader, 10 min; percent FRET-ratio fall versus neutral wells. 340,000 compounds, 0.098% hits. inhibition, % at 12.3 µM. AID 743397;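 active means mean replicate inhibition of at least 30% and at least 1% of replicates passing that level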;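 further: 0% = median of the neutral control wells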
N-glyco inh – N-linked glycosylation inhibition; D54 ERlucT glycosylation luciferase reporter, 24 h; percent of 100 nM tunicamycin response; reporter increase, % at 12.5 µM; 360,000 compounds, 0.23% hits; AID 588692;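 active means mean luciferase reporter signal, scaled so untreated is 0 and the glycosylation-blocking control 100, at or above a set limit in every replicate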;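 further: luciferase carries N-glycosylation sites so blocking glycosylation raises the light; 0% = median of neutral control wells and 100% = median of 100 nM tunicamycin wells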
PDI turbidity – blocks human protein disulfide isomerase activity; P07237; PDI insulin aggregation turbidity, A650, 90 min; inhibition, % at 10 µM; 350,000 compounds, 0.052% hits; AID 588391;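 active means mean inhibition across replicates of 30% or more, whatever share of single replicates reach that level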;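 further: absorbance from insulin aggregation driven by PDI reduction with DTT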
hiPSC survival – enhancers of human iPSC single-cell survival; hiPSC single-cell survival, ATPlite luminescence; 100% = ROCK inhibitor wells, 0% = DMSO; survival enhancement, % at 20 µM; 360,000 compounds, 0.044% hits; in the data active means survival enhancement above about 18%;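 further: cells exposed to compounds for 16 hours before the ATP read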
HTR2A ag – mouse HTR2A agonism via beta-arrestin recruitment. CHO-K1 mHTR2A beta-arrestin complementation, luminescence; percent of 30 µM serotonin response. activation, % at 7.6 µM. 360,000 compounds, 0.66% hits;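 active means activation above a run cutoff, the mean activation of all tested compounds plus 3 SD, cut at about 14% in these data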;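 further: 0% = plate median of compound wells and 100% = 30 µM serotonin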
ABCB6 inh 2 – inhibitors of human ABC transporter ABCB6. K562-ABCB6 porphyrin accumulation, flow cytometry, 1 h; hits give low values. Q9NP58. fluorescence ratio to DMSO, % at 10 µM. 360,000 compounds, 0.19% hits. AID 602162;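 active means fluorescence ratio to DMSO below 75%, the collection mean minus 3 SD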;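 further: signal is porphyrin accumulated inside mitochondria; 100% equals median channel fluorescence of DMSO control wells; lower ratio means ABCB6 inhibition with less porphyrin fluorescence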
Target sequence (Q9NP58 whole entry, looked up): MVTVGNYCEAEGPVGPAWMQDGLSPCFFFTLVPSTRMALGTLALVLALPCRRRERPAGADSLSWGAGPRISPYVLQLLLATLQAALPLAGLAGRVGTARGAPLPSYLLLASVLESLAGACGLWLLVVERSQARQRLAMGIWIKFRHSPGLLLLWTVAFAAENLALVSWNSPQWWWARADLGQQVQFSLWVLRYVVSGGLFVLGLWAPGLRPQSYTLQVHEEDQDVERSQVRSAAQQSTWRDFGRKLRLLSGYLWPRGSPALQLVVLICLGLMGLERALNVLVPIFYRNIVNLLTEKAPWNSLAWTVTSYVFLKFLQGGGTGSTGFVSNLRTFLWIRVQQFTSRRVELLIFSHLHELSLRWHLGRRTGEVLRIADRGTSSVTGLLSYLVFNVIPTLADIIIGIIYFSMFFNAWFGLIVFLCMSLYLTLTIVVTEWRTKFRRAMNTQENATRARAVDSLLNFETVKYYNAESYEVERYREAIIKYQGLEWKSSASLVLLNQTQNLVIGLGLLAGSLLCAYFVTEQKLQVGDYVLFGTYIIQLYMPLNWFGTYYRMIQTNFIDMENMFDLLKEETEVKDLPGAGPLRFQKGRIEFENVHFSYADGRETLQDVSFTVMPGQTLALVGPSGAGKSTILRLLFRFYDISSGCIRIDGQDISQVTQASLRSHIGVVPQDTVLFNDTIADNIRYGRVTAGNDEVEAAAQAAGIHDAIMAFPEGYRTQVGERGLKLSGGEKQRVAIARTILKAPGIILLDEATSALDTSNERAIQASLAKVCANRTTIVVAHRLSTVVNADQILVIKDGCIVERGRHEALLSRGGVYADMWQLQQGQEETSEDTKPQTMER
aDG glyco up – increases alpha dystroglycan glycosylation; 360,000 compounds, 0.22% hits; activation, % at 10 µM; Pro5-aDG cells, alpha-DG glycosylation AlphaScreen (IIH6); 0% Pro5, 100% B10-LARGE cell signal;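 active means activation of at least 8% versus controls, or a plate z-score of at least 8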;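 further: Pro5 are CHO cells carrying HIG-tagged alpha-DG that lacks glycosylation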
Exocytosis inh – lytic granule exocytosis inhibition; TALL-104 LAMP-1 surface exposure, flow cytometry; cells stimulated with thapsigargin and PMA; inhibition, % at 10 µM; 360,000 compounds, 0.66% hits;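 active means inhibition above about 55%, limit read from the data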
An asterisk follows results filed as active; / = no result given.

SMILES | Vif imaging | H9c2 protect | CaV13 ICDI inh | N-glyco inh | PDI turbidity | hiPSC survival | HTR2A ag | ABCB6 inh 2 | aDG glyco up | Exocytosis inh
CCOc1ccc(NC(=O)CC2C(=O)N(c3cccc(OC)c3)C(=O)N2CCOC)cc1 (stereo unspecified) | -5.3 | -1.5 | -1.5 | 0.7 | -2.6 | -0.2 | 0.6 | 101.0 | 0.0 | -4.0
CCOc1ccc(C(=O)CCC(=O)N2CCC(C(=O)OC)CC2)cc1 | 13.4 | 3.0 | -17.7 | -0.1 | -3.2 | -0.4 | 0.5 | 103.0 | 0.1 | 2.4
O=C(CN(Cc1ccc(F)cc1)C(=O)C1CSC(=O)C1)NC1CCCCC1 (stereo unspecified) | 22.5 | -1.3 | -5.3 | -0.2 | 10.1 | 1.4 | -3.4 | 99.0 | 0.0 | -0.1
Cc1[nH]c2ccccc2c1C(=O)COC(=O)Cn1c(C)nc2ccccc21 | -6.1 | 1.2 | -5.3 | 0.3 | -19.6 | 1.9 | -1.5 | 102.0 | 0.2 | 0.5
COc1cccc(/C=N/NC(=O)c2ccc(N3CCCC3=O)cc2)c1 | 21.4 | -0.3 | -2.9 | 23.8 | -22.3 | -0.2 | 6.7 | 88.0 | 0.0 | 3.4
CCc1cc(SC#N)cc(C)c1NC(=O)CCl | 1.3 | -11.1 | -3.8 | 12.8 | -1.0 | -1.9 | 4.8 | 94.0 | 0.0 | -2.3
O=S(=O)(NCC(c1ccco1)N1CCc2ccccc2C1)c1ccc(F)cc1 (stereo unspecified) | 2.8 | -3.0 | -1.5 | -0.5 | -2.4 | -0.4 | -7.2 | 100.0 | 0.2 | 4.0
C[C@H](NC(=O)[C@@H]1CSC2c3ccccc3C(=O)N21)C(=O)NCCc1ccc(F)cc1 (stereo partly specified) | -10.5 | -2.6 | -5.8 | -0.4 | -5.9 | -0.1 | -2.5 | 95.0 | 0.3 | -2.0
O=C(N/N=C/c1ccc([N+](=O)[O-])s1)c1ccccc1 | -0.4 | -3.5 | -7.2 | 0.7 | 2.9 | -1.5 | 0.9 | 104.0 | 9.5* | 44.2
Cc1sc(NC(=O)Cn2nc(C(F)(F)F)cc2C)c(C(=O)OC(C)C)c1C | 3.9 | -10.5 | -3.4 | 0.4 | -1.8 | 0.9 | -3.8 | 107.0 | 0.4 | 2.5
Cc1ccc(S(=O)(=O)NC(C)C(=O)OCC(=O)Nc2sccc2C(N)=O)cc1 (stereo unspecified) | 8.4 | 3.5 | -5.4 | 1.9 | -2.0 | 2.4 | 2.1 | 100.0 | -0.2 | 8.9
COc1ccc(-c2nc3ccccn3c2Cl)cc1 | -4.7 | -15.5 | -6.4 | -13.8 | 4.5 | -0.1 | 5.0 | 98.0 | 0.1 | 6.6
Cc1cccc(NC(=O)Cn2cc(C(=O)C3CC3)c3ccccc32)c1 | -0.9 | -0.6 | -2.5 | 0.3 | -7.7 | 0.3 | -5.4 | 103.0 | 0.1 | -23.5
O=C(CSc1ccsc1[N+](=O)[O-])N1CCN(c2ccc(Cl)cc2)CC1 | -18.3 | -11.0 | -8.3 | 2.4 | -3.1 | -2.1 | -3.3 | 124.0 | -0.3 | -4.6
CCOc1ccc(NC(=O)c2ccc(OC)cc2)cc1 | 13.3 | -9.1 | -8.6 | 0.2 | 1.6 | 2.8 | -4.1 | 97.0 | 0.2 | -4.8

Retrieved one by one from the entries so far (4):
SMILES | Vif imaging | H9c2 protect | CaV13 ICDI inh | N-glyco inh | PDI turbidity | hiPSC survival | HTR2A ag | ABCB6 inh 2 | aDG glyco up | Exocytosis inh
CCOc1ccc(NC(=O)CC2C(=O)N(c3cccc(OC)c3)C(=O)N2CCOC)cc1 (stereo unspecified) | -5.3 | -1.5 | -1.5 | 0.7 | -2.6 | -0.2 | 0.6 | 101.0 | 0.0 | -4.0
CCOc1ccc(C(=O)CCC(=O)N2CCC(C(=O)OC)CC2)cc1 | 13.4 | 3.0 | -17.7 | -0.1 | -3.2 | -0.4 | 0.5 | 103.0 | 0.1 | 2.4
COc1ccc(-c2nc3ccccn3c2Cl)cc1 | -4.7 | -15.5 | -6.4 | -13.8 | 4.5 | -0.1 | 5.0 | 98.0 | 0.1 | 6.6
Cc1ccc(S(=O)(=O)NC(C)C(=O)OCC(=O)Nc2sccc2C(N)=O)cc1 (stereo unspecified) | 8.4 | 3.5 | -5.4 | 1.9 | -2.0 | 2.4 | 2.1 | 100.0 | -0.2 | 8.9

(cont.)
SMILES | Vif imaging | H9c2 protect | CaV13 ICDI inh | N-glyco inh | PDI turbidity | hiPSC survival | HTR2A ag | ABCB6 inh 2 | aDG glyco up | Exocytosis inh
COc1ccc2c(c1)c(C(=O)N/N=C/c1ccc(O)c(O)c1)c(C)n2C | 5.6 | 47.6 | -11.4 | -5.6 | -10.8 | 0.0 | -1.6 | 95.0 | 0.2 | 0.9
CCC(C)Sc1ccc(-c2nc3ccc(C)cn3c2NCc2ccccc2)cc1OC (stereo unspecified) | 7.0 | -19.5 | / | -7.6 | -6.0 | -2.0 | -15.0 | 105.0 | 2.7 | 8.0
CSc1ncc(C(=O)Nc2cccc(Cl)c2C)c(C)n1 | 8.4 | 3.1 | -4.2 | 2.0 | 0.7 | -0.8 | 0.8 | 98.0 | 0.0 | -1.5
CCc1ccc(NC(=O)CS(=O)CC(=O)N2CCN(c3ccccc3F)CC2)cc1 (stereo unspecified) | -13.6 | -4.4 | -7.5 | 2.6 | -10.1 | 0.8 | 3.0 | 102.0 | 0.0 | -6.4
O=C(CCN1C(=O)C2C3C=CC(C3)C2C1=O)Nc1c(F)cccc1F (stereo unspecified) | -4.5 | 5.3 | / | 0.5 | 4.3 | 1.8 | -0.7 | 100.0 | -0.3 | -3.3
Clc1ccc(OCCN2CCCCC2)cc1Cl | -14.7 | 0.6 | -7.1 | 2.1 | 5.4 | -1.4 | -3.3 | 99.0 | 0.2 | -2.0
CCOc1ccc(N2C(=O)CC(Sc3ncccn3)C2=O)cc1 (stereo unspecified) | 19.0 | 2.3 | -4.3 | 4.6 | -3.4 | 1.4 | 1.5 | 101.0 | -0.2 | 0.2
O=C(CNS(=O)(=O)c1ccc(Cl)c(C(F)(F)F)c1)NC1CCCCC1 | -0.6 | 0.2 | -2.2 | -0.9 | 6.8 | 3.0 | -1.8 | 97.0 | 0.7 | 1.7
Cc1c(C=O)c2ccccn2c1C(=O)c1ccncc1 | 11.5 | 4.4 | -5.0 | 1.8 | -5.9 | 0.1 | -1.4 | 98.0 | -0.3 | -1.5
COC1(OC)N=C(N)C2(C#N)C(c3ccc(C)cc3)C12C#N (stereo unspecified) | -3.3 | -1.5 | / | -0.6 | 1.7 | 1.3 | 6.2 | 99.0 | 0.0 | 2.0
CCCc1cc2c(cc1N(C)S(=O)(=O)c1ccccc1)OCO2 | 9.7 | -10.9 | -5.9 | -6.3 | -0.6 | 1.0 | -7.1 | 95.0 | 0.2 | -1.5
COC(=O)NCCOc1cc(C)ccc1C | 1.9 | -1.4 | -8.3 | 4.1 | 4.9 | 0.3 | 0.8 | 102.0 | -0.1 | -3.4
Cc1cc(C(=O)CN2CCC(C)CC2)c(C)n1-c1ccccc1F | -0.5 | -8.8 | -6.0 | -19.3 | 3.5 | -3.3 | -4.2 | 101.0 | 0.3 | 0.8
CCCc1cc(=O)[nH]c2nnc(SCC(=O)NC3CCCCC3)n12 | / | -1.4 | -6.4 | 0.6 | 5.2 | -0.4 | 5.0 | 96.0 | 0.5 | -6.5
Nc1ccc(S(=O)(=O)c2ccc(N)nc2)cc1 | 56.9* | 1.5 | -6.6 | -2.1 | -17.5 | 1.2 | -1.8 | 98.0 | -0.4 | -6.8
O=C(O)c1ccccc1-c1ccccc1C(=O)Nc1ccc2c(c1)oc(=O)c1ccccc12 | 17.5 | 15.2 | -5.0 | -0.1 | 1.0 | 1.0 | 0.4 | 94.0 | 2.9 | 3.0
Cc1cccc(N(CC(=O)NC2CCCCC2)C(=O)CCC(=O)Nc2nccs2)c1 | -4.1 | 0.9 | -2.4 | 3.2 | 7.3 | -0.3 | 1.8 | 99.0 | 0.1 | 1.0
O=C(CN1CCN(S(=O)(=O)c2ccccc2)CC1)Nc1ccccc1C(=O)c1ccccc1 | -10.2 | -1.2 | -3.1 | -7.9 | 1.2 | -0.8 | 0.3 | 91.0 | -0.1 | -3.6
CCN(CC)CCCNC(CC(=O)Nc1cccc([N+](=O)[O-])c1)C(=O)O (stereo unspecified) | 4.1 | 5.7 | -5.0 | 2.6 | 7.9 | -1.7 | -2.4 | 99.0 | 0.4 | 0.2
Cc1ccc(C(=O)O)cc1N=Cc1cc(Br)cc(Br)c1O | 1.3 | 76.7* | / | 0.4 | 8.2 | -1.1 | 2.3 | 107.0 | 0.2 | -6.5
CCOC(=O)C1CCN(C(=O)C(CCSC)NC(=O)COc2ccccc2)CC1 (stereo unspecified) | -2.2 | -0.7 | -5.0 | 0.0 | -0.2 | -0.3 | 4.9 | 97.0 | 0.4 | 2.5
COc1cc(C2C(C(=O)c3ccc(C)o3)=C(O)C(=O)N2c2cc(C)on2)cc(OC)c1OC (stereo unspecified) | 2.2 | 1.0 | -5.5 | 0.9 | -6.4 | 0.2 | -0.1 | 98.0 | -0.1 | 1.9
Nc1[nH]n2c(=O)c3c(nc2c1N=Nc1ccc(Cl)cc1)CCCC3 | -3.0 | 35.0 | -0.6 | 1.1 | 3.8 | 7.1 | -5.5 | 108.0 | 0.4 | -3.1
CC1(C(=O)NCCc2ccccc2)Cc2c(-c3ccc4c(c3)OCO4)ccnc2O1 (stereo unspecified) | 23.1 | -4.1 | -13.3 | 19.9 | 2.6 | -0.3 | -3.8 | 97.0 | -0.2 | -8.8
COc1ccc(NS(=O)(=O)c2cccc(C(=O)N/N=C/c3ccccn3)c2)cc1 | -1.6 | 26.6 | -6.1 | 2.6 | 6.5 | 0.2 | -0.2 | 97.0 | -0.3 | -1.5
Cc1ccc(S(=O)(=O)NC(C)C(=O)Nc2cccc([N+](=O)[O-])c2)cc1 (stereo unspecified) | 3.7 | 8.9 | -1.2 | -1.4 | -4.6 | 0.4 | -1.7 | 102.0 | 0.0 | 0.1
COC(=O)C1=CN(Cc2ccc(C)cc2)C=C(C(=O)OC)C1c1ccc(F)c(F)c1 | -9.8 | -3.5 | -4.2 | -5.8 | 6.2 | 1.3 | 9.0 | 100.0 | 0.7 | 33.5
O=S(=O)(NC1CC1)c1ccc(S(=O)(=O)N2CCCc3ccccc32)cc1 | 0.6 | -13.1 | -7.1 | -2.4 | 8.4 | -1.5 | 0.3 | 94.0 | 0.5 | 6.8
Cc1ccc(NC(=O)CN(C)C(=O)CSc2n[nH]c(N)n2)cc1 | 5.4 | -0.7 | -11.5 | 0.7 | 5.4 | -3.4 | -0.1 | 98.0 | 0.0 | 1.8
C[C@H](NC(=O)c1nc[nH]c1C(=O)NCC(=O)OC(C)(C)C)c1ccccc1 | 0.0 | 3.6 | -9.9 | 3.0 | -7.3 | 3.2 | 6.3 | 92.0 | -0.3 | 0.3
CCOC(=O)CSc1nc2sc3c(c2c(=O)[nH]1)CC(C)(CC)OC3 (stereo unspecified) | -8.6 | 10.1 | -3.5 | 1.4 | -3.7 | -2.2 | 1.2 | 95.0 | 0.0 | -1.0
COc1ccc2cc(/C=N/NC(=O)CN(c3ccccc3C)S(=O)(=O)c3ccccc3)c(Cl)nc2c1 | 6.8 | 1.1 | -5.0 | -1.1 | -9.2 | -1.0 | 15.7* | 103.0 | -0.2 | 4.3
COc1cc(NC(=O)c2ccccc2F)c(OC)cc1NC(=O)CN1CCOCC1 | -14.4 | 19.9 | -2.6 | 0.8 | -3.2 | -0.5 | 0.8 | 100.0 | -0.2 | 0.1
